TRPC4 PAM: positive allosteric modulators of TRPC4, primary screen, cell-based, mouse TRPC4beta, HEK293 mu-opioid, Fluo-4 calcium. Short transient receptor potential channel 4 (Mus musculus), Q9QUQ5. DAMGO EC20, Fluo-4 Ca2+ flux; stronger effect = higher value. B-score at 10 µM. 0.42% of 310,000 active. AID 2227, 2009;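 active = B-score of calcium response area above 5 SD of library B-scores, with initial fluorescence ratio within 5 SD of library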;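 note: B-score of integrated fluorescence ratio over time as area under calcium response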
hERG protect: hERG rescue from dofetilide block, primary screen, cell-based, CHO-hERG, FluxOR thallium flux, dofetilide IC70 | dofetilide IC70 present | 0.51% of 310,000 active | AID 1511, 2009 | activation (rescue from dofetilide block), less the hit threshold, % at 10 µM;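 active = activation above the mean of controls blocked by dofetilide plus 5 SD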;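 note: thallium influx through hERG after potassium depolarization seen as dye fluorescence rise; in these data hits start at about 4.7%; inactives centre near -7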
Dyrk1A ADPGlo: rat Dyrk1A kinase inhibitors, primary screen, biochemical, single point, plate reader; Dual specificity tyrosine-phosphorylation-regulated kinase 1A (Rattus norvegicus), Q63470; ADP-Glo luminescence, NFATc1 peptide; inhibition, % at 12.5 µM; 0.43% of 310,000 active; AID 504441, 2011; in the data active = inhibition above about 50%;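 note: plate controls were vehicle with enzyme for no effect and no enzyme for full effect; many of its hits are not listed in these tables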
Platelet DG rel: inhibitors of platelet dense granule secretion, primary screen, cell-based, MLPCN, human platelets; human platelet-rich plasma, SFLLRN dense granule ATP release, luminescence; 0.22% of 300,000 active; inhibition, %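 (compounds screened at 7.5 µM in platelet-rich plasma)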;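 active = mean replicate score, as percent of positive control, at or above 50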
KCNQ1 pot: potentiators or activators of KCNQ1 channel, primary screen, cell-based, thallium flux, high-throughput; CHO-K1 KCNQ1, thallium flux FluxOR fluorescence; stronger effect = higher value; B-score at 10 µM; 0.35% of 310,000 active; AID 2648, 2010;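 active = fluorescence ratio B-score, a plate-corrected score, at least three library SD, with initial intensity B-score within 5 SD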
Target sequence (P51787 whole entry, looked up): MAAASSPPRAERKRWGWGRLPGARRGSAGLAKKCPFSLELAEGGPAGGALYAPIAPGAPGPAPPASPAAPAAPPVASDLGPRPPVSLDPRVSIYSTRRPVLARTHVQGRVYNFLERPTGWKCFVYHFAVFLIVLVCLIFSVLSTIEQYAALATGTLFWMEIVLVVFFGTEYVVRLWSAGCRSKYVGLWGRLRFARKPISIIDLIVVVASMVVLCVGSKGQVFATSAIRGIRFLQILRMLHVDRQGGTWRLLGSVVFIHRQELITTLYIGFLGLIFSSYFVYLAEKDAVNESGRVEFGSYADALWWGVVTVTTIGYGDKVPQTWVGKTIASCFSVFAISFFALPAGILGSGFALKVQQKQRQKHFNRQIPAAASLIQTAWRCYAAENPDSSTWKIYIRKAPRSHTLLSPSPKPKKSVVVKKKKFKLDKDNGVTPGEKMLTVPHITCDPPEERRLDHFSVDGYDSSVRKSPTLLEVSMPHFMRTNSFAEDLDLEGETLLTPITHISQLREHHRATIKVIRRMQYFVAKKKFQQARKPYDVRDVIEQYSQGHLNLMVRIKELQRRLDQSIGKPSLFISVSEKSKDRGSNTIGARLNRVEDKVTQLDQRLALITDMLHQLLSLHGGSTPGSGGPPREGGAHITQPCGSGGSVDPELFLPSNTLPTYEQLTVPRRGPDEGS
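assay system = CHO-K1 cells stably expressing KCNQ1 | medium = assay buffer, equal DMSO in all wells | timing = 37 °C overnight plating, 90-min dark dye load, 20-min compound pretreatment | measured by = kinetic FluxOR thallium fluorescence, 10-s 1-Hz baseline, 110-s post-stimulus read | measure = fluorescence change relative to baseline, converted to B score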
KCNK3 block: human KCNK3 channel inhibitors, primary screen, CHO cells, FluxOR thallium flux, B-score | AID 602410, 2012 | B-score at 10 µM | Potassium channel subfamily K member 3 (Homo sapiens), O14649 | FluxOR fluorescence; stronger effect = lower value | 0.84% of 340,000 active;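 active = B-score under library mean minus 4 SD, starting fluorescence ratio at most library mean plus 5 SD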;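 note: more negative B-score means stronger inhibition of thallium flux through KCNK3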
KCNK9 block: KCNK9 potassium channel inhibitors, primary screen, HEK293 cells, thallium flux; Potassium channel subfamily K member 9 (Homo sapiens), Q9NPC2; FluxOR thallium flux fluorescence; stronger effect = lower value; B-score at 10 µM; 1.2% of 310,000 active; AID 488922, 2010;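 active = ratio B-score over 3 SD below the library mean, with starting fluorescence within 5 SD of its mean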;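 note: negative B-score means less thallium flux so channel inhibition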
Target sequence (Q9NPC2 whole entry, looked up): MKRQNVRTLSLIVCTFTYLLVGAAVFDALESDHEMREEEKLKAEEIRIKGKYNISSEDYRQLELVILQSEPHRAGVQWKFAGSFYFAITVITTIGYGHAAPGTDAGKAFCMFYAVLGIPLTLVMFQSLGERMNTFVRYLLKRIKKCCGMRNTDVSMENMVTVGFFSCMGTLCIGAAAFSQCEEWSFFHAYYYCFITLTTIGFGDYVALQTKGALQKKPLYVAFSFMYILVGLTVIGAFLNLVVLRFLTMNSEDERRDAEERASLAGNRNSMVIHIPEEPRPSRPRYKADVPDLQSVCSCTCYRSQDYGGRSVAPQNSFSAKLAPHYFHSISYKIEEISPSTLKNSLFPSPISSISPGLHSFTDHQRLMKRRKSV
PolyA inh: polyadenylation inhibitors in yeast reporter cells, primary screen, luminescence, S. cerevisiae; calls only at 12 µM; S. cerevisiae SKY197-pL101 polyadenylation reporter, beta-gal luminescence; efflux-impaired pdr1/pdr3 knockout yeast; score 100 = 6 SD above DMSO; 0.02% of 300,000 active;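 active = lowest replicate activity score at least 50, where 100 means six control SD above control mean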;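 note: yeast exposed to compound for 9 h at 30 °C; higher score means more reporter readthrough which indicates perturbed polyadenylation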
TRPC4 inh: inhibitors of mouse TRPC4 channel, primary screen, Fluo4 calcium, HEK293 TRPC4beta/mu-opioid cells; 0.39% of 300,000 active; AID 2247, 2010; DAMGO-evoked Fluo4 calcium flux; stronger effect = lower value; Short transient receptor potential channel 4 (Mus musculus), Q9QUQ5; B-score at 10 µM;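 active = B-score over 3 SD under the library average, no early fluorescence shift, positive overall ratio signal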
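Assay system – HEK293 line stably carrying TRPC4beta and mu-opioid receptor · Doses – single dose · Detection – Fluo4 calcium-dye fluorescence, kinetic read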
KCNQ1 inh: inhibitors of human KCNQ1 channel, primary screen, cell-based, thallium flux, high-throughput | Potassium voltage-gated channel subfamily KQT member 1 (Homo sapiens), P51787 | B-score at 10 µM | 1.3% of 310,000 active | CHO-K1 KCNQ1, FluxOR thallium flux fluorescence; stronger effect = higher value | AID 2642, 2010;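 active = compounds whose thallium flux B-score, printed positive for inhibition, exceeds three library SD while starting fluorescence stays within three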;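 note: channel opened by potassium depolarization with thallium stimulus after 20 min compound exposure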
TRPC4 agonist: activators of mouse TRPC4 channel, primary screen, Fluo4 calcium, HEK293 TRPC4beta/mu-opioid cells. Short transient receptor potential channel 4 (Mus musculus), Q9QUQ5. Fluo4 calcium fluorescence; stronger effect = higher value. B-score at 10 µM. 0.49% of 310,000 active;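 active = B-score above 5 SD of library B-scores, and initial fluorescence ratio not above library mean plus 5 SD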;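 note: positive B-score marks a calcium rise read as TRPC4 activation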
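System: HEK293 cells stably co-expressing mouse TRPC4beta and mu-opioid receptor; Schedule: Fluo4 dye loading 45 min at room temperature, 110 s recording; Detection: Fluo4 fluorescence, kinetic; Evaluation: B-scored integrated calcium fluorescence ratio; Controls: buffer (low) and maximal DAMGO (high).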
An asterisk follows results filed as active; i = inactive; / = no result given. The list is partial; the hit share may differ from the screen's.

SMILES | TRPC4 PAM | hERG protect | Dyrk1A ADPGlo | Platelet DG rel | KCNQ1 pot | KCNK3 block | KCNK9 block | PolyA inh | TRPC4 inh | KCNQ1 inh | TRPC4 agonist
CCCC1CCC(C(=O)n2nc(N)c3cc4ccc(OC)cc4nc32)CC1 (centres undefined) | i | -2 | -2 | -10 | i | i | i | i | i | i | i
O=C1/C(=C\c2ccc(O)cc2)SC(=S)N1c1cccnc1 | i | -2 | 13 | 2 | i | i | i | i | i | i | i
Cc1ccc(-c2nc(CSCC(=O)NCCN3CCN(Cc4ccccc4)CC3)c(C)o2)cc1 | i | -17 | -4 | 3 | i | i | i | i | i | i | i
Cc1ccoc1C(=O)Nc1ccc(CC(=O)O)cc1 | i | -5 | 7 | 17 | i | i | i | i | i | i | i
O=C(CCSc1nnc(-c2ccccc2)o1)N1CCOCC1 | i | -3 | -1 | -11 | i | i | i | i | i | i | i
Cc1[nH][nH]c(=O)c1N=Nc1ccc(Br)c(Cl)c1 | i | -12 | 9 | -23 | i | i | i | i | i | i | i
CC(C)C(=O)N=c1sc2cc(F)cc(F)c2n1C | i | -8 | -4 | -4 | i | i | i | i | i | i | i
CC(C)c1ccccc1-n1c(SCC(=O)N2CCN(c3ccccc3)CC2)nnc1-c1cccnc1 | i | -9 | -5 | 8 | i | i | i | i | i | i | i
O=C(OC1CCCCC1=O)c1cccc(S(=O)(=O)N2CCCCC2)c1 (centres undefined) | i | -5 | 2 | 1 | i | i | i | i | i | i | i
NC(=O)CN(Cc1ccccc1)S(=O)(=O)c1ccc2c(c1)OCCO2 | i | -7 | 1 | -25 | i | i | i | i | i | i | i
Cc1ccccc1NC(=O)CN1C(=S)NC(C)(C)CC1C (centres undefined) | i | -4 | 3 | -13 | i | i | i | i | i | i | i
COC(=O)CSc1nc2cc3c(cc2cc1C#N)OCO3 | i | -7 | -3 | 13 | i | i | i | i | i | i | i
Nc1nnc(SCC(=O)c2ccc3ccccc3c2)s1 | i | -9 | -4 | 6 | i | i | i | i | i | i | i
CCOc1ccc2[nH]c(=O)c(CN(CCOC)C(=O)N3CCOCC3)cc2c1 | i | -1 | -3 | 13 | i | i | i | i | i | i | i
COc1ccc(S(=O)(=O)N2CCC(C(=O)N3CCc4ccccc4C3)CC2)cc1C | i | -11 | 5 | 2 | i | i | i | i | i | i | i
COC(=O)c1ccc(S(=O)(=O)NCc2cccc(OC)c2)n1C | i | -10 | 1 | 12 | i | i | i | i | i | i | i
O=C(N/C(=C/c1ccccc1)C(=O)N1CCCCC1)c1ccc(Br)o1 | i | -4 | -4 | -2 | i | i | i | i | i | i | i
O=C(CCNC(=O)C1CCN(S(=O)(=O)c2ccccc2)CC1)NC1CC1 | i | -5 | -6 | 7 | i | i | i | i | i | i | i
N#C/C(=N\Nc1ccc(F)cc1)C(=N)N1CCCCCC1 | i | -6 | 0 | 9 | i | i | i | i | i | i | i
NCC12CC3CC(CC(O)(C3)C1)C2 | i | 4 | 4 | -8 | i | i | i | i | i | i | i
Cc1[nH]c(=O)[nH]c(=O)c1S(=O)(=O)Nc1ccc(F)c(Cl)c1 | i | -2 | 8 | -8 | i | i | i | i | i | i | i
O=C(Oc1ccc2c(c1)OCO2)c1ccc(Br)c(S(=O)(=O)N2CCOCC2)c1 | i | -14 | 12 | 2 | i | i | i | i | i | i | i
O=C(CC(c1ccccc1O)N1CCCCC1)N1CCCCC1 (centres undefined) | i | -10 | 7 | 1 | i | i | i | i | i | i | i
Cc1cc(NC(=O)c2cc(-c3ccccc3)on2)n(-c2ccccc2)n1 | i | -7 | -1 | -3 | i | i | i | i | i | i | i
O=C1NC(=Nc2ccccc2)S/C1=C/c1cccnc1 | i | -8 | -3 | -17 | i | -11* | i | i | i | i | i
Cc1cc(=O)n2ncnc2n1COCCO | i | -8 | 8 | -29 | i | i | i | i | i | i | i
CCS(=O)(=O)N1N=C(c2cccc(NS(C)(=O)=O)c2)CC1c1ccc(C)cc1 (centres undefined) | i | -15 | -6 | 14 | i | i | i | i | i | i | i
COc1cccc(C(=O)OCCCN(C)C)c1 | i | -3 | 0 | -7 | i | i | i | i | i | i | i
CC(=O)Nc1ccc(S(=O)(=O)N2CCCC2C(=O)O)cc1 (centres undefined) | i | -3 | -1 | -3 | i | i | i | i | i | i | i
CCN1C(=O)c2ccc(C(=O)Nc3cccc(C(=O)O)c3)cc2C1=O | i | -4 | -3 | 10 | i | i | i | i | i | i | i
CCOC(=O)Cc1cc(=O)n2[nH]c(C)c(-c3ccccc3)c2n1 | i | -11 | 28 | 1 | i | i | i | i | i | i | i
CC(NCc1ccc([N+](=O)[O-])cc1)C1COc2ccccc2O1 (centres undefined) | i | -3 | -3 | 0 | i | i | i | i | i | i | i
O=c1sc2ccccc2n1CCOc1ccccc1 | i | -3 | 5 | -6 | i | i | i | i | i | i | i
CC(C)(C)NC(=O)C(OC(=O)Cn1nnc(-c2ccc(F)cc2)n1)c1ccncc1 (centres undefined) | i | 0 | -8 | 1 | i | i | i | i | i | i | i
O=C(c1cc(Cl)ccc1Cl)N1CCc2ccccc21 | i | -3 | -2 | -3 | i | i | i | i | i | i | i
CN(C)CCCNC(=O)C1(O)c2cc(Br)ccc2NC(=O)N1c1ccc(Cl)cc1 (centres undefined) | i | -8 | 0 | -1 | i | i | i | i | i | i | i
CCOC(=O)C(CCCOc1ccc(C)cc1)C(=O)OCC | i | -5 | -2 | 3 | i | i | i | i | i | i | i
O=C(Cn1cnc2ccccc2c1=O)Nc1ccc2c(c1)OCCO2 | i | -10 | -6 | 0 | i | i | i | i | i | i | i
CCC(C)Sc1nc2ccccc2n1CC(=O)O (centres undefined) | i | -8 | -4 | 5 | i | i | i | i | i | i | i
COCCN(C(=O)Cc1cccs1)C(C(=O)NCc1ccc(OC)cc1)c1ccccc1 (centres undefined) | i | -17 | -2 | -6 | i | i | i | i | i | i | i
Cc1cccc(/C=N/NC(=O)Cn2nc(C)cc2C)n1 | i | -3 | 8 | 2 | i | i | i | i | i | i | i
CC1CCCC(NC(=O)COC(=O)c2ccc3ccccc3n2)C1C (centres undefined) | i | -11 | -4 | 4 | i | i | i | i | i | i | i
CC(=O)c1ccc(C(=O)N2CCC(CO)(Cc3cccc(C(F)(F)F)c3)CC2)cc1 | i | -8 | -3 | -8 | i | i | i | i | i | i | i
CC(C)=CCc1c(O)cc(O)c2c(=O)c(O[C@@H]3O[C@@H](C)[C@H](O)[C@@H](O)[C@H]3O)c(-c3ccc(O)cc3)oc12 | i | -38 | 49 | -1 | i | i | i | i | i | i | i
Cc1cccc(NC(=O)CSc2nnc(CCCCCNC(=O)OC(C)(C)C)o2)c1C | i | -21 | 2 | -3 | i | i | i | i | i | i | i
CC(CN(C)Cc1ccccc1)OC(=O)c1ccccc1F (centres undefined) | i | -12 | 1 | 21 | i | i | i | i | i | i | i
O=C(NN=C1c2ccccc2-c2ccccc21)c1ccccn1 | i | -11 | 3 | 0 | i | i | i | i | i | i | i
CC(=O)c1ccc(OCCCC(=O)NC(C)c2ccc(S(N)(=O)=O)cc2)cc1 (centres undefined) | i | -4 | 11 | -4 | i | i | i | i | i | i | i
CC1CCCCC1NC(=O)c1cc2c(s1)CS(=O)(=O)C2 (centres undefined) | i | -4 | 4 | 9 | i | i | i | i | i | i | i
O=C(O)c1cc(-c2ccc(Cl)s2)nc2ccccc12 | i | -3 | / | 0 | i | i | i | i | i | i | i
Cc1cc(C)nc(OC(C(=O)O)C(OCCC(C)C)(c2ccccc2)c2ccccc2)n1 (centres undefined) | i | 0 | -5 | 1 | i | i | i | i | i | i | i

9 structures out of the list, arranged by molecular weight, lowest first:
SMILES | TRPC4 PAM | hERG protect | Dyrk1A ADPGlo | Platelet DG rel | KCNQ1 pot | KCNK3 block | KCNK9 block | PolyA inh | TRPC4 inh | KCNQ1 inh | TRPC4 agonist
NCC12CC3CC(CC(O)(C3)C1)C2 | i | 4 | 4 | -8 | i | i | i | i | i | i | i
Cc1cc(=O)n2ncnc2n1COCCO | i | -8 | 8 | -29 | i | i | i | i | i | i | i
Cc1ccoc1C(=O)Nc1ccc(CC(=O)O)cc1 | i | -5 | 7 | 17 | i | i | i | i | i | i | i
Cc1cccc(/C=N/NC(=O)Cn2nc(C)cc2C)n1 | i | -3 | 8 | 2 | i | i | i | i | i | i | i
Cc1[nH]c(=O)[nH]c(=O)c1S(=O)(=O)Nc1ccc(F)c(Cl)c1 | i | -2 | 8 | -8 | i | i | i | i | i | i | i
O=C(OC1CCCCC1=O)c1cccc(S(=O)(=O)N2CCCCC2)c1 (centres undefined) | i | -5 | 2 | 1 | i | i | i | i | i | i | i
O=C(N/C(=C/c1ccccc1)C(=O)N1CCCCC1)c1ccc(Br)o1 | i | -4 | -4 | -2 | i | i | i | i | i | i | i
CC(C)(C)NC(=O)C(OC(=O)Cn1nnc(-c2ccc(F)cc2)n1)c1ccncc1 (centres undefined) | i | 0 | -8 | 1 | i | i | i | i | i | i | i
CCS(=O)(=O)N1N=C(c2cccc(NS(C)(=O)=O)c2)CC1c1ccc(C)cc1 (centres undefined) | i | -15 | -6 | 14 | i | i | i | i | i | i | i

Screens: PubChem BioAssay, several laboratories
